ABCG2 inh = ABCG2 efflux pump inhibitors, primary screen, multiplex with ABCB1, IgMXP3 cells, flow cytometry. Broad substrate specificity ATP-binding cassette transporter ABCG2 (Homo sapiens), Q9UNQ0. JC-1 efflux. inhibition, % at 6.6 µM. hit rate 0.1% among 190,000. AID 1325, 2008;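 active means inhibition above 80%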;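 further: 0% = DMSO and 100% = nicardipine control wells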
Target sequence (Q9UNQ0 whole entry, looked up): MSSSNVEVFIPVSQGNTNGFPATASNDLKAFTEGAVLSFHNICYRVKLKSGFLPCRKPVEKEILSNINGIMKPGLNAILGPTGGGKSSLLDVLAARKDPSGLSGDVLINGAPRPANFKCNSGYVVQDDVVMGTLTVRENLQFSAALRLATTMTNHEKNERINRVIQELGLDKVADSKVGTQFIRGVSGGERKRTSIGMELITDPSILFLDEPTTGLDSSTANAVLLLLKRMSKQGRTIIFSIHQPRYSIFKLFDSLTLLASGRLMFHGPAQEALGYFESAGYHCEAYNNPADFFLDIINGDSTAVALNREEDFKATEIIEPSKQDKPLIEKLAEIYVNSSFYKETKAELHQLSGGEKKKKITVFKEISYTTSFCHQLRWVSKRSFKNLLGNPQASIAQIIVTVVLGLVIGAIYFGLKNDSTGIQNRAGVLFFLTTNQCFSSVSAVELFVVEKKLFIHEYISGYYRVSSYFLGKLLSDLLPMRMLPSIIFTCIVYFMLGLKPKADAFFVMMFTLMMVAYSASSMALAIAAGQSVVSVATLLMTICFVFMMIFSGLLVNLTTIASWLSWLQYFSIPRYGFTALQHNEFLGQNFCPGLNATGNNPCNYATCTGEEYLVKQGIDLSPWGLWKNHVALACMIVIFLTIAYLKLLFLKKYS
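Test system: ABCG2 IgMXP3 and barcoded ABCB1 CCRF-Adr cell mix; Schedule: cells with compound and JC-1, 10 min at 25 °C, rotating, no wash; Technique: flow cytometry of retained JC-1 fluorescence; Measure: % inhibition of efflux relative to nicardipine and DMSO; Controls: nicardipine high and DMSO low controls.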
ABCB1 inh = ABCB1 efflux pump inhibitors, primary screen, cell-based, multiplex, flow cytometry, ABCG2 counter-screen | ATP-dependent translocase ABCB1 (Homo sapiens), P08183 | CCRF-Adr cells, JC-1 efflux | inhibition, % at 6.6 µM | hit rate 0.067% among 190,000; in the data active means inhibition above about 40%;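 further: 0% = vehicle and 100% = reference inhibitor; higher value means more JC-1 retained so stronger ABCB1 efflux block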
Bcl-B Bim block = inhibitors of Bim-Bcl-B binding, primary screen, biochemical, multiplexed, human Bcl-2 family. Bcl-2-like protein 10 (Homo sapiens), Q9HD36. bead-based flow cytometry, Bim peptide-Bcl-B binding. inhibition, % at 10 µM. hit rate 0.073% among 190,000;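 further: 0% = tracer peptide without compound and 100% = reference inhibitor peptide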
RGS4-Gao reg = modulators of RGS4 binding to Galphao, primary screen, biochemical, multiplexed bead flow cytometry. binding response (% of control), % at 10 µM. actives lie on both sides. AID 1415, 2008. hit rate 0.33% among 220,000. Guanine nucleotide-binding protein G(o) subunit alpha (Homo sapiens), P09471; in the data active means binding response below about 49% or above about 150%; inactive means in between;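 further: fluorescent Galphao activated with aluminum fluoride binding bead-coupled RGS4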
GSH bead fluor = compound fluorescence on glutathione beads, profiling panel, artefact control, biophysical, 488/530 nm, flow cytometry | GSH beads flow cytometry, compound fluorescence 488/530 nm; stronger effect = higher value | AID 1776, 2009 | hit rate 0.25% among 190,000 | fluorescence (KMESF) at 10 µM; in the data active means fluorescence above about 89;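 further: glutathione beads carrying GST-tagged Bcl family fusion proteins plus one bare bead set; values are compound well signal with DMSO vehicle wells as background; inactives centre near 16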
RGS7-Gao reg = RGS7-Galphao binding modulators, primary screen, biochemical, multiplexed bead flow cytometry; AID 1439, 2008; binding response (% of control), % at 10 µM; hit rate 0.35% among 220,000; actives lie on both sides; in the data active means binding response below about 49% or above about 150%; inconclusive means no clear call, values can overlap the other calls; inactive means in between;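 further: fluorescent Galphao held in activated GDP-AlF4 state binding bead-coupled RGS7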
Bcl-2 Bim block = inhibitors of Bim-Bcl-2 binding, primary screen, biochemical, multiplexed, human Bcl-2 family; Apoptosis regulator Bcl-2 (Homo sapiens), P10415; Bead-based flow cytometry, Bim peptide-Bcl-2 binding; inhibition, % at 10 µM; hit rate 0.06% among 190,000; in the data active means inhibition above about 40%; inconclusive means no clear call, values can overlap the other calls;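 further: 0% = no compound wells with probe peptide and 100% = reference peptide inhibitor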
Bim-Bfl-1 = inhibitors of Bim binding to Bfl-1, primary screen, biochemical, multiplexed, bead-based flow cytometry | Bcl-2-related protein A1 (Homo sapiens), Q16548 | Bim-Bfl-1 binding inhibition | inhibition, % at 10 µM | hit rate 0.12% among 190,000;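 further: 0% = wells without compound plus tracer and 100% = blocker peptide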
Bim-Bcl-XL = inhibitors of Bim-Bcl-XL binding, primary screen, biochemical, multiplexed, bead flow cytometry, human Bcl-XL | Bcl-2-like protein 1 (Homo sapiens), Q07817 | Bim peptide-Bcl-XL binding, fluorescence | inhibition, % at 10 µM | hit rate 0.04% among 190,000 | AID 1007, 2008
Bim-Bcl-W = inhibitors of Bim binding to Bcl-W, primary screen, biochemical, multiplexed, bead-based flow cytometry; Bim peptide-Bcl-W binding; inhibition, % at 10 µM; hit rate 0.02% among 190,000; AID 952, 2007;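 further: 0% = bound tracer without compound and 100% = peptide blocker; higher means less fluorescent Bim peptide bound to Bcl-W beads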
Target sequence (Q92843 whole entry, looked up): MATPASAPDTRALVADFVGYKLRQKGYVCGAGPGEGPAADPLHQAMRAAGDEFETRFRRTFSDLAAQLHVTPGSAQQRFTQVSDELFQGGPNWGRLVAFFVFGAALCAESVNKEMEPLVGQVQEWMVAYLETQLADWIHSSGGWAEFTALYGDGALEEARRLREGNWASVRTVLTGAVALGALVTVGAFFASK
Avidin fluor = green autofluorescence of compounds with avidin beads – biophysical, 488/530 nm, flow cytometry, artefact control, profiling panel; fluorescence (KMESF) at 10 µM; compound fluorescence 488/530 nm; stronger effect = higher value; hit rate 0.38% among 220,000; in the data active means fluorescence above about 47; further: inactives centre near 10
Numbers without * were called inactive; u = inconclusive. Unless noted, no stated cut-off is given here; in the data, active means inhibition above about 40%.

Molecule	ABCG2 inh	ABCB1 inh	Bcl-B Bim block	RGS4-Gao reg	GSH bead fluor	RGS7-Gao reg	Bcl-2 Bim block	Bim-Bfl-1	Bim-Bcl-XL	Bim-Bcl-W	Avidin fluor
COC(=O)C1=C(C)N(Cc2ccco2)C(=O)N[C@@H]1c1cccc(C(F)(F)F)c1	2	0.3	-5	97	17	96	-1	-8	-6	-3	10
COC(=O)c1[nH]c(C)c(/C(O)=C2\C(=O)C(=O)N(CCN3CCOCC3)C2c2ccccc2OC)c1C (stereo unspecified)	6	0.3	-7	97	29	97	-3	-3	0	-2	10
CCC1Oc2ccc(C)cc2N(CC(=O)NCCCN2CCN(Cc3ccccc3)CC2)C1=O (stereo unspecified)	0	0.5	-14	106	27	98	-10	-12	-10	-2	10
COc1ccc(NC(=O)Cn2cnc3c(cnn3C(C)(C)C)c2=O)cc1OC	1	0.3	-5	99	12	102	-1	-3	-1	-1	10
O=C1CC(SCCO)C(=O)N1c1ccccc1 (stereo unspecified)	1	0.2	-1	104	43	99	-1	-6	-14	4	4
Cc1cc(NCCO)nc(-n2nc(C)cc2C)n1	1	0.5	-3	91	12	95	0	0	0	-2	41
Cn1c(=O)[nH]c(=O)c2c1nc(N1CCCCC1)n2CC(O)CN1CCCCC1 (stereo unspecified)	8	1.5	-10	110	19	106	-1	-3	0	-5	2
COc1ccc(C)cc1NC(=O)CN1CCN(c2ccccc2F)CC1	24	1.4	-12	100	24	101	-7	-19	-6	-1	28
CC(/C=C\C=C\c1ccccc1)=N\NC(=O)c1cncc(Br)c1	0	-0.1	-4	96	18	94	-3	0	-4	0	9
COc1cc(Cl)c([C@@H]2C[C@H]3CN(c4ccccc4)C(=O)[C@]34CCCN24)cc1OC	0	0.2	-3	101	18	102	-2	-2	-2	0	10
O=C(CSCC(=O)c1ccccc1)Nc1ccccc1Cl	4	1.3	-7	103	23	107	0	-3	-5	0	15
CC(=O)N1CCN(CC(=O)Nc2ccc(C)c(S(=O)(=O)N(C)C)c2)CC1	3	-0.2	-3	100	15	u	-3	-4	-1	0	9
CC(C)n1c(NCc2nc3ccccc3n2C)nc2ccccc21	22	0.9	-6	101	29	102	-5	-14	-6	0	15
CCOC(=O)c1sc(NC(=O)Nc2ccc(F)cc2)nc1C	-3	-0.5	-4	91	4	91	2	2	-1	0	9
COc1ccc(OC)c(CNCCNC(=O)c2ccco2)c1	1	0.5	0	101	20	102	-3	-3	-1	-1	13
COc1ccc(C(=O)c2ccc(N3CCOCC3)cc2)c(OC)c1	18	0.6	-9	95	31	98	-14	-21	-8	-5	12
c1cc(C2CCN(Cc3nc(-c4ccc5c(c4)OCO5)no3)CC2)ccn1	-1	-0.2	-2	101	11	98	-6	-8	-4	-4	3
COc1ccc(C(=O)OC2CCN(c3ncc(C(F)(F)F)cc3Cl)CC2)cc1	0	0.3	0	97	27	97	2	-2	-1	-1	9
CC(C)C(c1nnnn1CCc1ccccc1)N1CCOCC1 (stereo unspecified)	1	0.4	0	106	16	108	2	-1	-3	-1	24
Cc1ccccc1NC(=S)NCc1ccc2[nH]c3c(c2c1)CCCC3	-2	-0.3	-5	99	17	100	0	3	-1	0	3
COc1ccc(/C=N/NC(=O)c2ccccc2OCc2ccccc2)c(OC)c1	5	1.2	-8	106	18	111	-8	-14	-2	-2	12
COc1cccc(/C=N/N2CCN(C)CC2)c1	4	0.3	-3	104	11	100	0	1	-6	-2	4
O=C(CNC(=O)c1ccccc1F)NCCOc1ccccc1Cl	12	1.1	0	104	6	103	2	0	0	0	3
Cc1cc(C)c2c(CC(=O)O)c(C)[nH]c2c1	-3	-1.1	-6	102	14	102	0	-1	-3	4	10
NCCS(=O)(=O)NC1CCCCC1	1	0.1	-6	98	14	96	-4	-7	-5	-1	12
CN1CCN(CC#CC2(O)CCCCC2)CC1	0	0.5	-8	98	23	96	-11	-11	-7	0	18
Cc1nn(CCc2n[nH]c(=S)n2-c2cccc(Cl)c2)c(C)c1[N+](=O)[O-]	2	0.6	-10	100	21	102	-4	-5	0	2	29
Cc1ccccc1N1CCN(S(=O)(=O)c2ccc3oc(=O)ccc3c2)CC1	1	0.5	-6	99	23	100	-6	-6	-4	2	14
Cc1ccc2nc(C)cc(N3CCOCC3)c2c1	5	0.5	-10	101	34	98	-10	-12	-10	-2	11
O=C(O)CCCN(Cc1cccc(Br)c1)S(=O)(=O)c1ccc(Br)cc1	0	-0.1	-7	102	14	101	-6	-4	-2	0	11

The final 6 records of the part above are carried over, then new ones follow:
Molecule	ABCG2 inh	ABCB1 inh	Bcl-B Bim block	RGS4-Gao reg	GSH bead fluor	RGS7-Gao reg	Bcl-2 Bim block	Bim-Bfl-1	Bim-Bcl-XL	Bim-Bcl-W	Avidin fluor
NCCS(=O)(=O)NC1CCCCC1	1	0.1	-6	98	14	96	-4	-7	-5	-1	12
CN1CCN(CC#CC2(O)CCCCC2)CC1	0	0.5	-8	98	23	96	-11	-11	-7	0	18
Cc1nn(CCc2n[nH]c(=S)n2-c2cccc(Cl)c2)c(C)c1[N+](=O)[O-]	2	0.6	-10	100	21	102	-4	-5	0	2	29
Cc1ccccc1N1CCN(S(=O)(=O)c2ccc3oc(=O)ccc3c2)CC1	1	0.5	-6	99	23	100	-6	-6	-4	2	14
Cc1ccc2nc(C)cc(N3CCOCC3)c2c1	5	0.5	-10	101	34	98	-10	-12	-10	-2	11
O=C(O)CCCN(Cc1cccc(Br)c1)S(=O)(=O)c1ccc(Br)cc1	0	-0.1	-7	102	14	101	-6	-4	-2	0	11
CCCc1cc(=O)n2[nH]c(NCc3ccc(Cl)cc3Cl)nc2n1	3	1.1	0	102	19	104	-1	-2	0	-2	23
Cc1[nH]n(C(N)=S)c(=O)c1N=Nc1ccc2ccccc2c1	0	-0.3	-3	97	9	u	0	-3	-5	-1	12
N#CC(c1ccccc1)C1CCN(Cc2ccccc2)CC1 (stereo unspecified)	3	0.9	-5	100	9	97	-1	-2	-4	-3	4
Cc1cccc(NC(=S)NCCN(C2CCCCC2)C2CCCC2)c1	8	0.7	-13	101	14	101	-1	-2	-3	-3	17
Cc1cc(C(=O)Nc2cccnc2)on1	2	0.4	-11	99	17	100	-8	-7	-8	-3	26
O=C(N/C(=C\c1cccnc1)C(=O)N1CCOCC1)c1cccc(Br)c1	-3	-6.0	0	97	28	91	-1	-4	-1	2	15
CC(=O)N(Cc1ccccc1C)c1cccc(C)c1C	3	-0.3	-1	102	15	102	-1	-5	-1	0	10
Cc1cccc(OCC(=O)N2CCN(C(=O)c3ccc([N+](=O)[O-])cc3)CC2)c1	2	0.6	-7	91	18	70	-1	-11	-1	-4	3
CS(=O)(=O)N1CCN(C2C3CC4CC(C3)CC2C4)CC1 (stereo unspecified)	1	0.3	-5	101	64	100	-4	-10	-7	-3	29
Cc1ccc(-n2[nH]c(C)c(C=Nc3cc(C)ccn3)c2=O)cc1	0	-0.4	-1	95	14	97	0	0	-3	0	29
CN(C)S(=O)(=O)c1cccc(NC(=O)COc2cccc(C#N)c2)c1	1	0.0	-3	92	7	90	-2	-1	-4	0	11

Screens: PubChem BioAssay, NMMLSC
